HTRA1 inhibitor: HTRA1 serine protease inhibitors, primary screen, biochemical, fluorescence polarization, HTS. 0.5% of 340,000 active. Q92743. recombinant HTRA1, FP-rhodamine activity-based probe. inhibition, % at 5.96 µM; in the data active = inhibition above about 36%;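 note: 0% = enzyme with DMSO and 100% = wells lacking enzyme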
PRMT1 inh: PRMT1 methyltransferase inhibitors, primary screen, biochemical, fluorescence polarization. Protein arginine N-methyltransferase 1 (Homo sapiens), Q99873. inhibition, % at 2.79 µM. recombinant PRMT1, activity-based probe fluorescence polarization. 1.3% of 370,000 active;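 active = inhibition above about 21% made by adding two undisclosed values, limit read from the data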
TCR CD3 inh: inhibitors of human TCR-CD3 interaction, primary screen, biochemical, fluorescence, TAMRA-labeled TCR probe; T-cell receptor (TCR); inhibition, % at 9.4 µM; 0.37% of 360,000 active; in the data active = inhibition above about 19%;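 note: recombinant mutant TCR 2C K166C tagged with TAMRA read by polarization; 0% = receptor in buffer alone and 100% = receptor with positive control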
UHRF1 binding: UHRF1 methylated DNA binding inhibitors, primary screen, counter-screen for MBD2 inhibitor project, biochemical, TR-FRET, human UHRF1, single concentration | E3 ubiquitin-protein ligase UHRF1 (Homo sapiens), Q96T88 | UHRF1 binding to methylated oligo | inhibition, % at 4.4 µM | 0.75% of 370,000 active | AID 687016, 2013; in the data active = inhibition above about 21%;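 note: UHRF1 SRA domain binding a hemimethylated CpG hairpin DNA probe; 0% = median of test compound wells and 100% = reference inhibitor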
Target sequence (Q96T88 whole entry, looked up, the tested form may be a part): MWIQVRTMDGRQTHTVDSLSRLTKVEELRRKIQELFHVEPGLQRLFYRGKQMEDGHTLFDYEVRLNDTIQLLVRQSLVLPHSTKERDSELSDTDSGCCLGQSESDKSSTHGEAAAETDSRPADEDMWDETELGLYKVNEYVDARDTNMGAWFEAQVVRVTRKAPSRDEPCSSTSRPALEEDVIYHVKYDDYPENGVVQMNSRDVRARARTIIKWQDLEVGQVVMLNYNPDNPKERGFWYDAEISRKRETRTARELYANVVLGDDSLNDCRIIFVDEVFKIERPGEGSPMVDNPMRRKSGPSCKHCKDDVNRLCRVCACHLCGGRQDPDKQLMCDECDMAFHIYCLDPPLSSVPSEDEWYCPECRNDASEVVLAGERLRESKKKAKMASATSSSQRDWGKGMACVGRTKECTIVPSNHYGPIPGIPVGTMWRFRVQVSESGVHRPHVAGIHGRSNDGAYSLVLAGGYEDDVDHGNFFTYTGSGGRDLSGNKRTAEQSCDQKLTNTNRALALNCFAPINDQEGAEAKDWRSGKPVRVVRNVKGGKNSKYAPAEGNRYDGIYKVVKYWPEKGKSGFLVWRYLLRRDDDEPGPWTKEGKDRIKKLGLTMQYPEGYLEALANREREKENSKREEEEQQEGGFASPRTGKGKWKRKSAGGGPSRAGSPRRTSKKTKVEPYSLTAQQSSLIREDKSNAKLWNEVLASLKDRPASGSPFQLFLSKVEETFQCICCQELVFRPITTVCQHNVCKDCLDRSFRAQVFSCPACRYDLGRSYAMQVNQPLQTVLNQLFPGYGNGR
rCAG RNA binder: binders of r(CAG) RNA repeats, primary screen, biochemical, fluorescence. inhibition, % at 3 µM. AID 651821, 2012. 1.3% of 370,000 active. r(CAG) RNA repeat, TO-PRO-1 dye displacement fluorescence;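 active = inhibition above the plate cutoff, the mean of all test compounds on that plate plus 3 SD, cut at about 35% in these data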;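 note: 0% = DMSO alone and 100% = 100 µM mitoxantrone as full dye displacement; higher means more dye released from RNA so lower well fluorescence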
PG9 Ab binder: binders of HIV-1 gp120 antibody PG9, primary screen, biochemical, TR-FRET | HIV-1 gp120 / PG9 antibody interaction | TR-FRET gp120-PG9 antibody binding | inhibition, % at 6.7 µM | 0.43% of 360,000 active; in the data active = inhibition above about 8.5%
LEDGF integ inh: blockers of LEDGF/p75-dependent integrase strand transfer – biochemical, TR-FRET, high throughput, primary screen. 0.64% of 370,000 active. TR-FRET IN-LEDGF/p75 DNA integration, Eu/Cy5. AID 743269, 2014. inhibition, % at 3.7 µM;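 active = inhibition above the screen-wide mean plus 3 SD, cut at about 13% in these data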;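 note: signal is the Cy5 over europium emission ratio at 671 and 618 nm; 0% = plate median of compound wells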
mABHD4 FP: ABHD4 inhibitors, primary screen, biochemical, fluorescence polarization, mouse | inhibition, % at 8.92 µM | purified mABHD4, FP-Rh probe fluorescence polarization | 0.54% of 370,000 active | AID 720543, 2013;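 active = inhibition exceeding the mean over every tested compound plus 3 SD, cut at about 30% in these data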;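 note: 0% = plate median of compound wells and 100% = S159A mutant with DMSO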
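System: mouse ABHD4 enzyme, wild type / Medium: HEPES pH 7.0, NaCl, Pluronic buffer / Reagent: FP-Rh activity-based fluorescent probe / Control set: S159A mutant high control, sample median low control / Detection: fluorescence polarization with parallel and perpendicular emission, 525/598 nm / Schedule: 45 min + 60 min at 25 °C / Compound dosing: 8.92 µM, single dose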
Rev-erbA mod: modulators of Rev-erb alpha DNA binding, primary screen, biochemical, FITC-DNA, fluorescence polarization, uHTS; AID 1259318, 2017; activity, % at 10 µM; 0.79% of 370,000 active; Rev-erbα–FITC-DNA binding, 90 min;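 active = activity above about 14%, limit read from the data; passing the limit was not always enough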;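 note: 0% = DMSO wells with 35 nM protein and 100% = DMSO wells with 750 nM protein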
MBD2 DNA inh: inhibitors of MBD2 binding to methylated DNA, primary screen, biochemical, TR-FRET, DNA-binding domain, human | 0.31% of 370,000 active | inhibition, % at 4.4 µM | MBD2 binding to methylated oligonucleotide | AID 686964, 2013 | Methyl-CpG-binding domain protein 2 (Homo sapiens), Q9UBB5; in the data active = inhibition above about 13%
An asterisk follows results filed as active; x = not tested or not shown.

#	mol	UHRF1 binding	PRMT1 inh	rCAG RNA binder	HTRA1 inhibitor	TCR CD3 inh	LEDGF integ inh	Rev-erbA mod	mABHD4 FP	PG9 Ab binder	MBD2 DNA inh
1	CCc1ccc(S(=O)(=O)NC2CCCCNC2=O)cc1 (configuration not stated)	-1.4	-1.2	19.4	1.5	10.7	0.6	5.8	-0.6	-1.6	-3.7
2	Cn1c(=O)[nH]c(=O)c2c1nc(SCC(O)CO)n2CCCc1ccccc1 (configuration not stated)	-1.1	2.5	-3.6	-0.5	2.5	-1.1	-5.2	-0.9	1.4	-3.2
3	Cc1nn(-c2ccc(F)cc2)c(Cl)c1/C=C(\CCC(=O)O)c1nc2ccccc2s1	3.7	3.6	8.1	-2.5	-2.6	2.9	-4.5	-5.8	0.0	-1.2
4	O=C(c1ccccc1CCc1ccccc1)N1CCOCC1	-0.3	-0.9	-0.8	2.9	1.0	1.1	-1.4	4.8	1.5	1.8
5	Fc1ccc(OCc2nc3ccccc3s2)cc1	-0.7	-1.0	0.6	-9.7	2.0	4.8	4.3	-3.2	1.1	3.3
6	COc1ccc(/C=N/Nc2cc(C)nc(-n3nc(C)cc3C)n2)c(OC)c1	-1.2	-1.6	-1.8	1.2	3.5	11.8	0.8	8.5	1.2	0.5
7	CCOCc1nnc(NC(=O)C2CCN(C(=O)c3ccco3)CC2)s1	2.2	5.5	1.6	-0.4	-6.5	-5.0	0.4	3.8	2.0	-2.7
8	O=C(CCc1ccccn1)NC1CCCc2c1cnn2-c1ccc(F)cc1F (configuration not stated)	0.9	-2.3	-1.7	4.5	8.4	-1.8	9.7	3.9	-1.2	0.2
9	O=C(CSc1ccccc1)Nc1ccc(C(=O)Nc2cccc(O)c2)cc1	0.2	-0.9	4.9	-55.2	-3.3	-5.5	-2.1	-7.2	-2.8	2.3
10	Cn1nc(C(C)(C)C)cc1C(=O)N1CCCCC1c1cc(C(=O)NCc2ccccc2)no1 (configuration not stated)	2.8	-0.6	0.7	x	5.6	1.4	-3.3	7.2	0.9	-7.5
11	C/C(=N\OC(=O)c1c(-c2ccccc2Cl)noc1C)c1ccncc1	-1.7	-3.9	-5.4	-3.3	0.3	2.3	-3.4	-1.1	1.6	-2.9
12	O=S(=O)(c1ccc(F)cc1)N1CCN(Cc2nnc(-c3ccccc3)o2)CC1	3.0	1.3	-2.6	0.9	-6.6	-4.3	-2.8	-3.9	-2.7	3.9
13	CCCCn1c(=O)[nH]c(=O)c2c1nc(Cn1ncc(Cl)c(Cl)c1=O)n2CCC	-2.6	0.1	0.9	-4.1	-0.1	3.1	-10.2	6.0	-0.2	0.6
14	CC1c2[nH]c3ccccc3c2C[C@H]2C(=O)N(CCCN(C)C)CC(=O)N12 (some centres not stated)	9.2	0.9	-2.8	1.6	-5.9	-3.1	-4.9	4.4	-0.7	4.7
15	C=Cc1ccc(Cn2c(C)c(C(=O)NCc3ccc(C#N)cc3)sc2=O)cc1	-1.3	-5.5	2.3	x	2.7	2.4	0.6	-8.0	0.3	-3.1
16	COCCNc1ccc([N+](=O)[O-])cc1C(=O)NC1CCCc2ccccc21 (configuration not stated)	-2.0	-0.6	0.3	-13.6	-3.5	0.9	-0.3	-13.3	0.9	0.8
17	COc1ccc2c(c1)C(=O)N(c1ccc(C)cc1C)C(=O)C2(C)C	-2.6	-4.0	-2.9	4.3	-7.2	1.3	-2.5	-2.7	2.6	-3.3
18	Cc1ccc(S(=O)(=O)NCc2ccccn2)c(C)c1C	-1.0	0.2	-1.2	3.0	0.1	2.1	-4.4	1.9	-2.5	0.5
19	CC(C)N1CCN(Cc2cn[nH]c2C2CCCCC2)CC1CCO (configuration not stated)	6.9	8.6	-2.0	-6.9	-4.1	0.5	3.2	-4.7	-2.0	7.8
20	COC(=O)C1=C(C)N(Cc2cccc(C(F)(F)F)c2)C(=NCc2ccccc2C(F)(F)F)NC1c1cccc(C(F)(F)F)c1 (configuration not stated)	0.0	-0.3	-1.0	x	10.3	-3.6	9.1	11.4	0.3	-3.6
21	Cc1ccc(Cl)cc1NC(=O)C1CCN(S(C)(=O)=O)CC1	-0.9	1.1	-0.5	x	3.7	1.7	-3.8	-0.3	-1.9	0.6
22	CC(C)C(=O)Nc1ccc(-c2nc3ccccc3c(=O)o2)cc1	1.0	2.2	7.1	-1.5	5.1	-4.7	1.8	-1.7	-2.4	0.6
23	COc1cccc(-n2nnc3c(=O)n(CC(=O)N4CCCCC4)cnc32)c1	-0.3	-0.2	1.9	-0.1	-3.3	1.6	-0.1	0.4	0.5	1.5
24	Cc1cc(C)c(NC(=O)CNC(=O)Cc2ccc(S(=O)(=O)N3CCOCC3)s2)c(C)c1	-1.4	-2.7	13.6	-3.8	-0.6	-1.4	-2.9	8.0	-2.8	-0.3
25	O=C1CCC(C(=O)NCc2cccnc2)N1 (configuration not stated)	0.5	-1.6	-1.8	3.5	3.3	-2.6	0.6	1.4	1.4	-0.9
26	CN(C)Cc1cc(C(C)(C)C)cc(C(C)(C)C)c1O	0.7	4.0	1.9	0.2	5.0	2.5	6.1	4.9	-1.8	-2.7
27	C=CCC(=O)OCC(=O)Nc1ccc(Cl)cn1	1.4	1.7	2.4	-4.1	-5.4	2.1	1.6	-3.5	0.9	0.0
28	CC(C)Sc1nc2c(c(=O)[nH]c(=O)n2C)n1C	1.9	1.6	-3.4	-3.6	-3.1	0.8	-1.9	-0.3	0.0	4.1
29	Cc1ccc(OCc2nnc(SCC(=O)c3cccs3)n2-c2ccccc2)cc1C	0.5	0.0	0.8	-15.3	2.9	-4.0	11.8	-6.3	0.7	-0.6
30	COc1ccccc1NC(=O)c1oc2ccccc2c1NC(=O)c1cc(OC)c(OC)c(OC)c1	-0.3	2.5	1.9	1.5	5.3	1.1	100.0*	-7.7	0.3	-0.8
31	COC(=O)c1cccc(COC(=O)c2cc3ccccc3oc2=O)c1	-0.2	-2.4	-1.6	5.3	-3.0	2.2	0.6	-1.9	1.0	7.4
32	CC(C)Cn1c(N)c(C(=O)COC(=O)c2ccc([N+](=O)[O-])o2)c(=O)n(C)c1=O	-3.0	-1.0	-1.1	10.6	4.4	-4.2	-1.8	-7.6	-6.1	3.5
33	COc1ccccc1-c1nnc(SCC(=O)Nc2ccc(N3CCOCC3)cc2)n1C	0.2	0.0	-4.9	-2.2	-8.6	1.1	3.9	2.7	-1.6	-6.5
34	CN(C)CCCn1c(N)c(C#N)c2nc3ccccc3nc21	-5.6	3.6	-5.8	x	-14.7	-3.4	8.6	-2.1	1.4	-5.6
35	CC(=O)Nc1cc(C(F)(F)F)ccc1N1CCOCC1	-3.0	-2.1	0.0	3.9	7.3	-1.1	-4.9	-0.3	-1.0	2.5
36	O=C(CCCn1c(=O)c2sccc2n(Cc2cc(=O)n3ccccc3n2)c1=O)NCc1ccco1	-0.9	1.6	2.4	6.7	5.4	-2.4	1.1	6.1	0.6	-2.6
37	O=C(CSc1nnc(-c2ccncc2)o1)Nc1cccc(F)c1	0.0	-0.1	-1.2	-0.7	-8.2	-2.0	-2.0	0.3	-0.5	-0.5
38	O=C(Nc1nccs1)c1ccc(COc2ccc(Cl)cc2)o1	1.4	-1.6	4.3	-5.2	0.8	3.3	5.4	-6.8	5.5	-1.2
39	Cc1ccc2c(c1)c1nc3ccccc3nc1n2CCN1CCOCC1	-1.1	-1.1	-1.0	-9.0	7.4	0.0	2.3	6.6	0.7	-0.1
40	Cc1ccc2nc(SC(C)C(=O)Nc3cccc([N+](=O)[O-])c3)[nH]c2c1 (configuration not stated)	1.2	1.4	7.2	-51.5	1.2	3.5	-3.0	0.3	1.2	2.6
41	CCCC(=O)O[C@H]1C[C@@H](C)N(C(=O)c2ccccc2)c2ccc(C)cc21	2.2	1.3	-10.8	-17.3	-6.9	-0.5	2.0	-0.2	1.1	5.6
42	N#Cc1c(-c2ccc(Cl)cc2)c2c([nH]c1=S)CCCC2	-2.1	10.9	17.9	-11.3	-9.0	2.1	4.8	4.5	0.4	1.1
43	CCCCC(O)CN1CCC(c2ccccc2)CC1 (configuration not stated)	-0.4	0.1	1.2	1.8	1.1	1.1	-3.4	3.1	0.4	-8.3
44	CC1CCCC(C)N1C(=O)c1cccc2c1-c1ccccc1/C2=N/O (configuration not stated)	-3.4	-2.1	2.4	-9.1	4.0	-0.3	4.1	-38.5	0.8	2.5
45	CCN(CC)S(=O)(=O)c1ccc(N2CCOCC2)c(NC(=O)c2ccccc2F)c1	8.8	1.5	-2.1	-5.8	-5.3	-5.8	0.2	3.2	-1.4	0.3
46	COc1ccc(CCN2CCCC(CN(C)C(=O)c3ccoc3)C2)cc1 (configuration not stated)	-0.1	-5.1	-2.1	5.0	-5.7	4.6	2.7	-5.7	-1.4	-9.3
47	O=C(Cc1ccc(NC(=O)C2CCCN(C(=O)C3CCC3)C2)cc1)Nc1cccc(C(=O)N2CCCCC2)c1 (configuration not stated)	-2.3	-9.2	0.1	1.9	2.4	-3.2	-4.0	2.7	0.0	-6.3
48	Cc1ccc(OC(=O)c2ccc(Cl)c([N+](=O)[O-])c2)cn1	2.6	6.6	0.5	3.1	-2.1	-2.3	-2.4	-5.0	1.8	3.9
49	Cc1cc(=O)n2nc(N3CCCC(C(=O)NC4CCCCC4C)C3)sc2n1 (configuration not stated)	3.5	-0.6	-3.7	2.7	-1.6	3.3	4.1	5.4	-1.6	4.1
50	CCCCc1nc2cc(C(=O)N3CCCC(COC)C3)ccc2o1 (configuration not stated)	-1.5	-3.2	-7.9	5.3	5.3	-2.0	-1.8	0.9	-0.2	-0.8
51	CC(C)n1c(-c2cccnc2)nc2cnccc21	0.2	-0.1	3.3	-1.5	3.3	0.9	0.0	-1.0	-0.8	1.8
52	CC(=O)c1ccc(Nc2nc(C(N)Cc3ccc(C(F)(F)F)cc3)cs2)cc1 (configuration not stated)	5.5	3.4	9.8	x	-9.8	-0.7	-1.1	16.0	2.9	0.3

Part of the list above with just LEDGF integ inh and Rev-erbA mod:
No.	mol	LEDGF integ inh	Rev-erbA mod
29	Cc1ccc(OCc2nnc(SCC(=O)c3cccs3)n2-c2ccccc2)cc1C	-4.0	11.8
33	COc1ccccc1-c1nnc(SCC(=O)Nc2ccc(N3CCOCC3)cc2)n1C	1.1	3.9
2	Cn1c(=O)[nH]c(=O)c2c1nc(SCC(O)CO)n2CCCc1ccccc1 (configuration not stated)	-1.1	-5.2
22	CC(C)C(=O)Nc1ccc(-c2nc3ccccc3c(=O)o2)cc1	-4.7	1.8

Some of the compounds tested (hit frequency here may not be typical).
